NadD inh: blocks S. aureus nicotinate mononucleotide adenylyltransferase | purified NadD enzyme, colorimetric absorbance read-out | inhibition, % at 20 µM | 360,000 compounds, 0.78% hits | AID 602399; in the data active = inhibition above about 26%; note: some compounds past the cut are filed as inactive
NRP1-CendR mod: NRP-1/CendR interaction modulation; AID 602438; FAM-RPARPAR peptide binding to NRP-1, fluorescence polarization; inhibition, % at 25 µM; 360,000 compounds, 0.85% hits;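 active = inhibition or corrected inhibition above about 18%, plus a signal ratio from 0.5 to 1.5, limit read from the data, passing the limit was not always enough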; note: strong numbers were not always called active
Scp1 inh: blocks human Scp-1 phosphatase activity | inhibition, % at 20 µM | 340,000 compounds, 0.88% hits | Recombinant Scp1, phosphopeptide, malachite green phosphate absorbance | AID 493091;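 active = inhibition above about 50% at 20 µM, limit read from the data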;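 note: plate controls were DMSO wells with enzyme for no effect and wells lacking enzyme for full effect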
Target sequence (Q9GZU7 76-261 limits assumed): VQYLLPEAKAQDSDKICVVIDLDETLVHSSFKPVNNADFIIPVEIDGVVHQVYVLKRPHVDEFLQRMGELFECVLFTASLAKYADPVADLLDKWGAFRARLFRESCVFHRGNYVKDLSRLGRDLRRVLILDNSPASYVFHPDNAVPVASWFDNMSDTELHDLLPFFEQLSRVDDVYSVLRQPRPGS
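Times: enzyme reaction 45 min at room temperature, colour 5 min, stabilisation 30 min. Material: SCP-1 catalytic fragment, aa 76-261. Medium: Acidic Tris acetate buffer with magnesium and detergent. Signal: colorimetric free-phosphate detection, absorbance 630 nm. Read-out basis: % inhibition of SCP-1 phosphate liberation. Reagent: Phosphorylated 17-residue peptide substrate.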
SKN-1 inh: inhibitors of C. elegans SKN-1; C. elegans VP596 Pgst-4::GFP/RFP ratio, acrylamide-induced, 24 h; inhibition, % at 21.8 µM; 360,000 compounds, 0.49% hits; AID 624304;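 active = interference check ratio from 0.5 to 1.5 plus GFP to RFP signal ratio inhibition reaching or exceeding a fixed threshold, cut at about 30% in these data, passing the limit was not always enough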; note: some compounds called inactive have numbers as strong as hits
SUMO1 PPI mod: alters human SUMO1 binding to SIM partners. P63165. SUMO1 binding to a labelled peptide, TR-FRET, 1 h. inhibition, % at 20 µM. 360,000 compounds, 0.33% hits. AID 602429; in the data active = inhibition above about 37%
Target sequence (P63165 whole entry, looked up): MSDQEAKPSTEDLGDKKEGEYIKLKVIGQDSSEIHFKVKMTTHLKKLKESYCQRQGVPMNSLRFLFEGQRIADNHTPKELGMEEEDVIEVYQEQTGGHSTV
TbMetRS inhib: blocks T. brucei methionyl-tRNA synthetase activity | purified T. brucei MetRS, ATP depletion, Kinase-Glo luminescence | inhibition, % at 11.9 µM | 360,000 compounds, 0.4% hits | AID 624268;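 active = inhibition above a per-plate cutoff of the control wells' mean inhibition plus 3 SD, cut at about 5.5% in these data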;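 note: 0% = DMSO wells median and 100% = median of wells with control inhibitor compound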
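Test system: purified T. brucei MetRS enzyme. Also added: ATP, methionine and E. coli bulk tRNA substrates. Compound: 11.9 µM single point. Schedule: 15 min enzyme-compound preincubation, 2 h reaction, 10 min detection, 25 °C. Signal: luciferase luminescence of residual ATP, Kinase-Glo. Evaluation: percent inhibition versus plate control medians. Controls: DMSO wells, low control.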
DNMT1 block: DNMT1 (human) enzyme inhibition | P26358 | DNMT1 molecular beacon, Hinp1I cleavage, fluorescence | inhibition (reported as % activation of signal), % at 10 µM | 360,000 compounds, 0.83% hits; in the data active = inhibition above about 50%
STEP inh: blocks human striatal-enriched tyrosine phosphatase. recombinant STEP, OMFP fluorogenic substrate, fluorescence. 360,000 compounds, 0.25% hits. inhibition, % at 20 µM. AID 588621;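 active = inhibition at 20 µM, scaled per plate between control wells, above about 37%, limit read from the data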;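 note: 0% = DMSO with enzyme and substrate and 100% = substrate only without enzyme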
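Assay system: isolated STEP enzyme / Timing: 20 min at room temperature, dark / Doses: 20 µM, 1% DMSO / Technique: fluorescence intensity, excitation 480 nm, emission 540 nm / Reagent: fluorogenic phosphatase substrate OMFP at 25 µM final / Measure: percent inhibition scaled to no-enzyme and uninhibited-enzyme controls, plate-pattern corrected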
Neddyl block: blocks human cullin neddylation. calls only at 25 µM. 360,000 compounds, 0.58% hits. TR-FRET cullin neddylation, biochemical. P61081+Q13564; in the data active = inhibition above about 36%
Target sequence (P61081 whole entry, looked up): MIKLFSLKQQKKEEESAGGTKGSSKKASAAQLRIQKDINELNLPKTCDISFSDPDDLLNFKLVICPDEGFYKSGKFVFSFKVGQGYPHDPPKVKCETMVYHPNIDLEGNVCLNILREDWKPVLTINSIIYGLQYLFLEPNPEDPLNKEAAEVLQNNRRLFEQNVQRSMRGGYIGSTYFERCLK
Target sequence (Q13564 whole entry, looked up): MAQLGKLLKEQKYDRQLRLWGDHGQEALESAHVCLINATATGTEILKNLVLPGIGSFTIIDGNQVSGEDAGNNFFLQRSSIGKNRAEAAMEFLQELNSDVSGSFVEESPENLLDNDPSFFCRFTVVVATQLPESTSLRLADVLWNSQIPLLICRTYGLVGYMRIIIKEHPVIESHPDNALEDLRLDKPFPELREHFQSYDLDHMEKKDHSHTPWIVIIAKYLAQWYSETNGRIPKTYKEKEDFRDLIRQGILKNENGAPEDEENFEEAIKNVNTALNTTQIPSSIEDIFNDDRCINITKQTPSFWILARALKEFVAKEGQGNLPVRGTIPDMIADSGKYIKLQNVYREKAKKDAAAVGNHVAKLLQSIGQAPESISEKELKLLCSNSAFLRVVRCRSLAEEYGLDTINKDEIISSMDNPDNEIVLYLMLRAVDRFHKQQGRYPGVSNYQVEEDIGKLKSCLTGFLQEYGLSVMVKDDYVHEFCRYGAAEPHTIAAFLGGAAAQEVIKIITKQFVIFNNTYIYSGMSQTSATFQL
LMPTP inh: blocks human LMPTP phosphatase. P24666. recombinant LMPTP-A, OMFP fluorogenic substrate, fluorescence intensity. inhibition, % at 20 µM. 360,000 compounds, 0.22% hits. AID 651560;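 active = compounds that cut the enzyme signal by at least half of the control window in the single-dose screen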;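 note: plate controls were DMSO wells with enzyme plus substrate for no effect and substrate without enzyme for full effect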
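Material: LMPTP-A; amount: 0.625 nM enzyme; doses: single 20 µM dose; times: reaction 50 min, room temperature, dark; technique: fluorescence intensity of OMFP turnover product; benchmarks: no-enzyme and uninhibited controls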
Starred values were filed as active, the others as inactive; i = inactive; . = no result given. An unsorted share of the library; any-hit rate near 4.6%.

SMILES	NadD inh	NRP1-CendR mod	Scp1 inh	SKN-1 inh	SUMO1 PPI mod	TbMetRS inhib	DNMT1 block	STEP inh	Neddyl block	LMPTP inh
O=C(CC(=O)N/N=C/c1ccccc1)NCc1ccccc1	-1.4	11.8	-4.5	-3.7	-0.5	0.5	0.6	-3.5	i	-0.7
CCc1ccc2c(c1)/C(=N/OC)C(=O)N2	1.2	-14.9	2.1	-7.1	-14.5	-0.9	3.5	1.5	i	-0.4
O=[N+]([O-])c1ccc(C(=S)N2CCC(Cc3ccccc3)CC2)cc1	-7.3	-8.3	-10.7	3.6	-10.1	-0.1	-1.3	-3.0	i	0.3
C=CCNC(=O)C(C#N)c1nc2ccccc2nc1N1CCCCCC1 (centres undefined)	7.0	-6.9	8.6	12.3	-6.1	0.0	-11.2	1.6	.	2.0
CC1(C)CC(=O)C=C(Nc2ccc(C(=O)O)c(O)c2)C1	-3.3	-0.4	-1.8	4.3	-3.4	-0.8	2.4	-1.2	i	0.0
O=C(Nc1cnn(Cc2ccc(F)cc2)c1)c1cc(-c2ccco2)on1	-3.8	1.1	0.8	-5.9	8.0	-0.1	23.9	2.0	.	9.0
O=C(COC(=O)Cc1ccsc1)Nc1cccc(Cl)c1	0.4	3.3	-9.3	-1.3	6.7	-0.2	-1.8	-0.6	i	1.3
COc1ccccc1-c1ccc2nnc(SCC(=O)N3CCCC3)n2n1	0.4	2.6	5.5	4.8	-9.0	-0.7	3.5	0.5	i	-1.5
C/C(=N\NC(=O)c1ccccc1)c1c(C)[nH]n(-c2ccccc2)c1=O	-5.9	6.0	-8.6	8.7	-1.1	-0.5	-3.5	0.1	i	0.0
Cc1ccccc1NC(=O)Cc1cn(C)c2ccccc12	4.0	-1.0	-4.3	-6.9	-2.2	0.0	1.8	9.9	i	-0.4
Cc1ccc(NC(=O)C2C(c3ccccc3)C2(Cl)Cl)c(C)c1 (centres undefined)	-3.4	-6.5	-11.3	1.9	2.7	-0.4	-5.5	-2.4	i	1.6
COc1ccccc1CN1CCSCC1	11.0	-1.3	-7.2	3.9	0.4	-0.7	1.8	-0.2	i	-1.2
Cc1cnc(C(=O)N(c2ccc(N3CCOCC3)cc2)C2C(=O)Nc3ccccc3N=C2c2ccc3c(c2)OCO3)cn1 (centres undefined)	2.0	4.7	.	1.0	-8.4	0.1	-10.0	3.1	i	-1.5
COCCNC(=O)C1CCCN(C(=O)c2cc(C)nn2C(C)(C)C)CC1 (centres undefined)	3.1	3.9	.	5.6	-0.2	-0.2	7.3	0.4	i	-1.2
COc1cccc(NS(=O)(=O)c2ccc3c(c2)NC(=O)C(C)C(=O)N3)c1 (centres undefined)	-0.5	7.0	-11.9	-7.6	3.9	0.6	3.8	-2.1	i	-2.0
CC1(c2ccc(OC(F)F)cc2)NC(=O)N(/N=C/c2c(O)ccc3ccccc23)C1=O (centres undefined)	4.0	-3.1	-5.3	-3.1	-6.3	1.1	-18.4	-1.5	i	1.6
Cc1ccc(CNC(=O)c2ccc(CS(=O)(=O)c3ccccc3)o2)cc1	-4.0	3.2	-4.5	5.1	-2.6	-0.7	-0.5	0.2	i	-0.9
NC(=O)c1nn(-c2ccccc2)c(=O)cc1O	3.8	3.3	-13.1	13.1	-1.4	-0.7	11.4	-1.5	i	0.3
CC1(C)N=C(/C=N/O)CN1O	0.6	-6.5	-4.8	6.9	17.6	-0.3	5.7	2.3	i	-0.2
CC(=O)Nc1cccc2c1OCCO2	1.4	4.5	-7.8	-9.3	0.4	-0.4	1.7	0.6	i	-0.8
CN(CC(=O)Nc1ccc(N2CCOCC2)cc1)C(=O)c1ccc(O)c(Cl)c1	-2.3	0.9	-7.2	-3.1	2.4	-0.1	-0.4	0.3	i	-2.0
CC(Oc1ccc(S(=O)(=O)N2CCCC2)cc1[N+](=O)[O-])C(=O)N(C)c1ccccc1 (centres undefined)	4.3	-4.7	-0.6	22.9	-9.6	-0.3	1.5	-1.6	i	-0.4
Cc1noc(C)c1NC(=O)Nc1cccc2c1O[C@@H](CN(C)Cc1ccc3c(c1)OCO3)[C@@H](C)CN([C@H](C)CO)C2=O	2.9	-5.9	0.8	1.8	-4.9	-0.2	5.8	-2.2	i	0.1
COCCn1c(SCC(=O)Nc2cc(C)on2)nnc1C(C)C	5.7	6.6	0.1	9.6	2.7	-1.3	2.4	-1.1	i	-0.2
COc1ccc(C(=O)/C=C/C(=O)N(CC(=O)NC2CCCCC2)Cc2ccc(F)cc2)c(O)c1	4.2	-1.5	-1.4	-1.1	-3.8	-0.3	-0.6	2.1	i	-0.1

Entries of single compounds, looked up by structure. Order of values: NadD inh | NRP1-CendR mod | Scp1 inh | SKN-1 inh | SUMO1 PPI mod | TbMetRS inhib | DNMT1 block | STEP inh | Neddyl block | LMPTP inh
`COc1ccccc1-c1ccc2nnc(SCC(=O)N3CCCC3)n2n1` is listed as 0.4 | 2.6 | 5.5 | 4.8 | -9.0 | -0.7 | 3.5 | 0.5 | i | -1.5
`CCc1ccc2c(c1)/C(=N/OC)C(=O)N2` is listed as 1.2 | -14.9 | 2.1 | -7.1 | -14.5 | -0.9 | 3.5 | 1.5 | i | -0.4
`CC1(c2ccc(OC(F)F)cc2)NC(=O)N(/N=C/c2c(O)ccc3ccccc23)C1=O` (centres undefined) is listed as 4.0 | -3.1 | -5.3 | -3.1 | -6.3 | 1.1 | -18.4 | -1.5 | i | 1.6
`O=C(CC(=O)N/N=C/c1ccccc1)NCc1ccccc1` is listed as -1.4 | 11.8 | -4.5 | -3.7 | -0.5 | 0.5 | 0.6 | -3.5 | i | -0.7
`O=C(COC(=O)Cc1ccsc1)Nc1cccc(Cl)c1` is listed as 0.4 | 3.3 | -9.3 | -1.3 | 6.7 | -0.2 | -1.8 | -0.6 | i | 1.3

Next structures follow:
SMILES	NadD inh	NRP1-CendR mod	Scp1 inh	SKN-1 inh	SUMO1 PPI mod	TbMetRS inhib	DNMT1 block	STEP inh	Neddyl block	LMPTP inh
CC(C)(/C=N/O)/[N+]([O-])=C/c1ccccc1C(F)(F)F	1.2	7.9	0.6	-9.5	1.0	-0.7	3.9	2.7	i	2.5
O=C(O)/C=C\C(=O)Nc1cccc(C(=O)Nc2cccc(O)c2)c1	3.6	-1.0	6.6	7.2	24.1	-1.1	2.7	-0.6	i	-0.1
O=C(CSc1n[nH]c(=O)n1C1CC1)N1N=C(c2ccc(Cl)cc2)CC1c1ccco1 (centres undefined)	-6.2	1.9	-9.0	1.9	-11.2	-0.2	-2.3	-0.4	i	0.4
O=C(Nc1cccc(Cl)c1)Nc1cc(S(=O)(=O)N2CCOCC2)ccc1N1CCCC1	15.1	0.7	8.0	6.1	0.1	0.9	-6.9	1.4	i	0.9
CCN=C(NCC)SC1CC(=O)N(c2ccc(OC)cc2)C1=O (centres undefined)	-4.5	-6.7	-1.0	-7.4	1.6	-0.4	-0.7	0.8	i	-0.1
O=C(CCc1nc2ccccc2c(=O)[nH]1)Nc1cc(C(F)(F)F)ccc1N1CCOCC1	-0.8	-17.0	-0.1	-8.9	8.4	0.7	-0.3	-3.8	i	0.3
N#CC1=C2N=C(N)c3ccccc3N2C2=C(C(=O)CCC2)C1c1ccc(F)cc1 (centres undefined)	0.0	-26.2	-5.6	1.6	-6.7	0.7	-2.9	-0.5	i	0.6
COc1ccc(CNC(=O)COC(=O)/C=C/c2cccs2)cc1	-5.0	1.9	-7.8	-5.0	-14.4	-0.3	15.8	-1.5	i	-1.2
O=C1CC(c2c[nH]c3ccccc23)C(=O)N1 (centres undefined)	-5.1	0.5	-7.2	10.5	4.9	-0.2	-0.5	-0.3	i	1.0
Cc1cc(NC(=O)COC(=O)C2CCN(S(=O)(=O)c3ccccc3)CC2)c([N+](=O)[O-])cc1C	-7.5	23.3*	-9.6	-9.1	-11.8	-0.1	-2.3	2.2	i	2.9
COc1cc(/C=N/NC(=O)c2ccc(-n3cccc3)cc2)ccc1O	9.6	5.8	-7.3	3.4	-2.4	-0.1	-16.1	0.1	i	0.8
CCCCCCNc1nc(NCc2ccco2)nc(OCC)n1	0.5	3.1	8.1	-10.4	0.9	0.2	9.2	16.3	i	3.2
CC1(C)Cc2c(sc(NC(=O)C(=O)N3CCOCC3)c2C#N)CO1	-5.4	5.3	-6.2	11.2	3.6	0.0	-0.3	-1.7	i	-0.5
O=C(NCCCN1CCN(CCCNC(=O)c2cccc([N+](=O)[O-])c2)CC1)c1cccc([N+](=O)[O-])c1	-3.1	-5.9	-11.7	2.9	-19.5	0.8	-0.8	1.7	i	0.0
NC(=S)Nc1nc2ccccc2s1	-3.3	4.1	-7.1	-6.1	5.1	-0.6	1.0	-0.4	i	0.3
O=C(CN(Cc1ccc2c(c1)OCO2)C(=O)CNC(=O)c1ccco1)NC1CCCCC1	-8.8	9.9	-1.8	12.0	-1.9	-0.6	4.4	-1.6	i	1.0
CC1=C(C(=O)N(C)C)CC(CC(=O)NC(c2ccccc2)c2ccccc2)C(=O)N1Cc1ccc(F)cc1 (centres undefined)	6.2	-18.0	.	-14.5	2.1	-1.3	2.5	-2.3	i	-0.8
CC(C)(C)SCCNC(=O)Nc1ccccc1	-2.2	7.3	-7.8	5.9	-2.9	0.1	1.7	-4.3	i	0.0
COC(C/C=C\[C@H](O)[C@H](C)OCc1ccccc1)OC	2.3	19.7	-5.8	-4.2	1.5	-0.5	4.7	-0.7	i	2.1
COC(=O)c1cc(=O)n(Cc2ccc3c(c2)OCO3)c(=Nc2ccc(F)cc2)s1	0.1	-0.1	-19.2	12.7	-4.0	-0.3	-5.3	2.6	i	1.9
Cc1ccc(OCCCN2C(=O)C(=O)c3cc(C)ccc32)cc1	-12.3	-11.0	-17.3	-15.2	-32.0	-0.9	5.1	4.6	i	4.3
O=C(CCCN1C(=O)CSc2ncccc21)N1CCN(c2cccc(C(F)(F)F)c2)CC1	5.5	13.3	5.6	12.9	0.1	-0.4	-1.8	-0.4	i	0.6
O=[N+]([O-])c1cccc(-c2n[nH]c(=S)n2-c2ccc(Br)cc2)c1	7.5	4.7	4.6	-4.6	-12.9	0.0	5.0	-0.1	i	-0.2
Cn1c(N)c(N=O)c(=O)n(C)c1=S	-1.2	10.3	-2.2	-1.5	-36.3	-0.1	6.2	-3.4	i	-0.3
CCN(c1ccccc1)c1cc2ccccc2c(=O)[nH]1	-4.7	12.2	-5.1	-3.7	14.8	1.3	5.8	7.8	i	3.4
CCC(CO)Oc1cc(NCc2ccccc2C(F)(F)F)c2ncn(C(C)C)c2c1 (centres undefined)	-5.3	15.0	-5.9	9.4	3.7	-0.4	-21.8	1.0	i	-1.0
CCOc1ccc(Cn2nnc(C(=O)NCc3ccc(OC)cc3)c2N)cc1	-1.9	-0.7	-12.5	-8.3	4.5	-1.1	2.5	0.5	i	0.4
CCS(=O)(=O)Nc1c(C(=O)OC)[nH]c2ccccc12	-2.1	19.7	-20.1	2.7	0.2	-0.6	0.6	-1.6	i	-1.1

Screening data from PubChem BioAssay.
